Screens (PubChem BioAssay)
Tat transport – blocks Tat-dependent protein export in E. coli | E. coli MC4100 TorA-mCherry Tat export, fluorescence | inhibition, % at 10 µM | actives 0.036% (n = 340,000);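 active = mean replicate inhibition at least 50% and at least half of replicates individually reaching 50%; inconclusive = only one of the two criteria met; inactive = neither criterion met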;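 also: exported cargo escapes ClpAP degradation while cytoplasmic cargo is degraded and loses fluorescence; 0% = median of neutral control wells and 100% = median of NaSCN control wells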
MITF act – activators of MITF-driven TRPM1 promoter activity in SK-MEL-5 cells. SK-MEL-5 TRPM1-promoter luciferase, 24 h; % of positive control, neutral wells = 0. activation, % at 12.5 µM. actives 0.75% (n = 300,000);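 active = mean activation of at least 80% with every replicate also reaching 80%; inconclusive = mean reaches 80% but some replicate falls short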;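 also: 0% = neutral control wells and 100% = parthenolide positive control wells; values of inactives mirror those of a sister screen read the other way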
Wnt act – Wnt/beta-catenin pathway activation; Wnt/beta-catenin reporter cell assay, activator, plate reader; activation, % at 9.35 µM; actives 1.2% (n = 300,000); in the data active = activation above about 30%, passing the limit was not always enough; inconclusive = no clear call, values can overlap the other calls;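 also: 0% = neutral control wells and 100% = positive control wells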
V-ATPase pHluor – alters yeast V-ATPase proton transport | S. cerevisiae, pHLuorin cytosolic pH fluorescence | response, % at 10 µM | actives 0.37% (n = 350,000) | AID 504577; in the data active = response mostly above about 7.3%, no sharp cut-off; inactive = mostly below about 5.4%; also: actives read high; inactives centre near 0; some compounds called inactive have numbers as strong as hits
Rtt109 HAT inh – C. albicans Rtt109 histone acetyltransferase inhibition | purified Rtt109/Vps75, ThioGlo CoA-SH fluorescence, 4 h | Q5AAJ8 | actives 0.16% (n = 330,000) | inhibition, % at 34.9 µM;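 active = inhibition of at least 50% in every replicate; inconclusive = best replicate reaches 50% inhibition but some replicates fall short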
Target sequence (Q5AAJ8 whole entry, looked up): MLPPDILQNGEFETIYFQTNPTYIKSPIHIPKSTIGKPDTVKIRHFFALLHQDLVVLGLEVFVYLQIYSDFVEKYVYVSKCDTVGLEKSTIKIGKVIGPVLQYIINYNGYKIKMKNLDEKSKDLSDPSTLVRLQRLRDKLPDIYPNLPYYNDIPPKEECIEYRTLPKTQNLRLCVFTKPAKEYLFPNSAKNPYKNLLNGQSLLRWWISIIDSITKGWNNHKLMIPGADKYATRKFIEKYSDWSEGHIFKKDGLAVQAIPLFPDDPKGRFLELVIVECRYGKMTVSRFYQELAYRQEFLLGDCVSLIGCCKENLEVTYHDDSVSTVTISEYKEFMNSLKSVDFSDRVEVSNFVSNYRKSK
dFosB activator – activators of mouse delta FosB homodimer; P13346; purified delta FosB, TAMRA-CDK5 oligo fluorescence polarization; percent of positive-control signal above neutral wells; activation, % at 25 µM; actives 0.99% (n = 340,000); AID 493131;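 active = mean activation above about 17%, with every replicate also reaching it, limit read from the data, passing the limit was not always enough; inconclusive = only one of the two conditions met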;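 also: fluorescence polarization rise as delta FosB binds a TAMRA Cdk5 AP-1 oligo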
Target sequence (P13346 whole entry, looked up): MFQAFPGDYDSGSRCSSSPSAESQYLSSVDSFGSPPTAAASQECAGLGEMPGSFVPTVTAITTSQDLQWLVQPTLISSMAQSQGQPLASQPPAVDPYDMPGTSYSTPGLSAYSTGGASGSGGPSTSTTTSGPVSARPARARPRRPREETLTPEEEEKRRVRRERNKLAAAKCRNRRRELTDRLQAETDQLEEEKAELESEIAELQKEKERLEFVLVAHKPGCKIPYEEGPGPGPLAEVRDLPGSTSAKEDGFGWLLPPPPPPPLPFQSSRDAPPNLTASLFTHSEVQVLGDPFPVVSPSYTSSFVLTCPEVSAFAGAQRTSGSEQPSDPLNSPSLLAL
CAL PDZ FP-1 – CAL PDZ (human) peptide binding inhibition. inhibition, % at 24.9 µM. AID 602252. actives 0.92% (n = 300,000). purified CAL PDZ, TMR-peptide fluorescence polarization, 1 h;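 active = mean inhibition of at least 30% with at least half of replicates also reaching 30%; inconclusive = no clear call, values can overlap the other calls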;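 also: 0% = DMSO neutral control and 100% = excess unlabeled competitor peptide PRC23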
CAL PDZ FP-2 – human CAL PDZ-peptide interaction inhibition. inhibition, % at 20 µM. actives 0.02% (n = 330,000). AID 504414. purified CAL PDZ, TMR-peptide fluorescence polarization, 1 h. Q9HD26;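 active = highest replicate inhibition of at least 40%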;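 also: plate controls were DMSO neutral control wells for no effect and unlabeled competitor peptide control wells for full effect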
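Test system: purified CerCALP PDZ construct; Compound dosing: one concentration, 20 µM compound; Also added: TMR-labelled reporter peptide T*-PRC34 bound in PDZ groove; Read-out: inhibition from polarization loss; Controls: unlabelled peptide and DMSO controls; Signal: FP readout, S and P plane fluorescence; Incubation: 1 h at RT.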
cardiac RTF act – cardiac RTF calcium sensitization | activation, % at 7.2 µM | actives 0.24% (n = 340,000) | AID 493008 | IANBD-labeled TnC RTF fluorescence at EC20 calcium; 0% EC20 calcium, 100% full calcium;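 active = activation above the mean over all tested compounds plus 3 SD, cut at about 30% in these data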;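 also: rise in fluorescence read as greater calcium sensitivity of cardiac thin filaments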
CDK5 p35 inh – inhibitors of human CDK5/p35 kinase | Q00535+Q15078 | AID 488839 | actives 0.01% (n = 330,000) | Recombinant CDK5/p35, ADP-Glo luminescence, 60 min | inhibition, % at 10 µM;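 active = highest replicate inhibition of at least 50% and at least 75% of replicates reaching 50%; inconclusive = only one of the two criteria met; inactive = both criteria failed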;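 also: plate controls were DMSO neutral control for no effect and GW8510 at 10 µM for full effect; many of its hits are not listed in these tables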
* marks the source's active call; other numbers are inactive results.

Screening COc1ccc(S(=O)(=O)N2CCOC2CNC(=O)C(=O)NCCCN(C)C)cc1C (stereo unspecified) returned Tat transport -1, MITF act -2, Wnt act 1, V-ATPase pHluor 1, Rtt109 HAT inh -19, dFosB activator -4, CAL PDZ FP-1 -5, CAL PDZ FP-2 -1.7, cardiac RTF act 2 and CDK5 p35 inh -0.4.
For COc1ccc(Nc2nnc(-c3ccc(O)cc3)c3ccccc23)cc1C(N)=O the results were Tat transport 1, MITF act -3, Wnt act -1, V-ATPase pHluor 1, Rtt109 HAT inh -3, dFosB activator -14, CAL PDZ FP-2 -0.5, cardiac RTF act -3 and CDK5 p35 inh -0.4.
Screening O=C(Cn1c(=O)n(CCC(=O)N2CCc3ccccc3C2)c(=O)c2ccccc21)NCC1CCCO1 (stereo unspecified) returned Tat transport -4, MITF act 6, V-ATPase pHluor 0, Rtt109 HAT inh -9, dFosB activator -2, CAL PDZ FP-1 -5, CAL PDZ FP-2 -0.6, cardiac RTF act 1 and CDK5 p35 inh -1.6.
For CCn1c(SCC(=O)c2cc(OC)ccc2OC)nnc1C1CC1 the results were Tat transport -6, MITF act 1, Wnt act 0, V-ATPase pHluor 1, Rtt109 HAT inh 3, dFosB activator 1, CAL PDZ FP-1 1, CAL PDZ FP-2 -2.1, cardiac RTF act 6 and CDK5 p35 inh -3.3.
For Cc1ccc(Cl)c(NC(=O)COC(=O)c2nn(-c3ccccc3)cc2O)c1Cl the results were Tat transport -1, MITF act -2, Wnt act 2, V-ATPase pHluor 0, Rtt109 HAT inh 7, dFosB activator -7, CAL PDZ FP-2 -1.7, cardiac RTF act 10 and CDK5 p35 inh 0.5.
For CCCC(=O)N1CCc2cc(OC)c(OC)cc2C1c1cc2cc3c(cc2[nH]c1=O)OCO3 (stereo unspecified) the results were Tat transport -2, MITF act 1, Wnt act 6, V-ATPase pHluor 0, Rtt109 HAT inh -5, dFosB activator -4, CAL PDZ FP-1 -3, CAL PDZ FP-2 -4.0, cardiac RTF act -13 and CDK5 p35 inh -0.2.
Cc1nn(Cc2ccccc2Cl)c2sc(C(=O)NCCCn3ccnc3)cc12 was read as Tat transport -3, MITF act -10, Wnt act -2, V-ATPase pHluor 0, Rtt109 HAT inh 11, dFosB activator -21, CAL PDZ FP-1 -6, CAL PDZ FP-2 -1.5, cardiac RTF act -4 and CDK5 p35 inh 1.7.
`CCCCN1C(=N)N([C@@H](CN2CCC[C@H]2CN2C(N)=NC[C@@H]2Cc2ccccc2)C(C)C)C[C@H]1Cc1ccccc1` gave Tat transport 5, MITF act -3, Wnt act -3, V-ATPase pHluor 2, Rtt109 HAT inh 13, dFosB activator 14, CAL PDZ FP-1 -6, CAL PDZ FP-2 -0.8, cardiac RTF act 7 and CDK5 p35 inh 4.1.
Screening COC(=O)C1=C(C)N(C)C(=O)NC1c1cc(Cl)c(O)c(OC)c1 (stereo unspecified) returned Tat transport -16, MITF act -1, Wnt act -2, V-ATPase pHluor -5, Rtt109 HAT inh -9, dFosB activator -11, CAL PDZ FP-1 -6, CAL PDZ FP-2 0.1, cardiac RTF act 1 and CDK5 p35 inh 0.0.
For COC(=O)c1cc(Br)c(=O)n(CCN2CCCCC2)c1 the results were Tat transport -6, MITF act -1, V-ATPase pHluor 0, Rtt109 HAT inh -2, dFosB activator -4, CAL PDZ FP-1 -3, CAL PDZ FP-2 -0.9, cardiac RTF act 3 and CDK5 p35 inh 1.5.
Cc1cc(C)cc(NC(=O)N(C)Cc2ccccc2)c1 was read as Tat transport 2, Wnt act 46*, V-ATPase pHluor 4, Rtt109 HAT inh -1, dFosB activator -8, CAL PDZ FP-2 -0.7 and CDK5 p35 inh 0.0.
`O=C(CSc1nc2ccccc2n1Cc1ccc(Cl)cc1)N/N=C/c1ccccc1C(=O)O` gave Tat transport 3, MITF act -2, Wnt act 0, V-ATPase pHluor 2, Rtt109 HAT inh 17, dFosB activator -20, CAL PDZ FP-2 -1.3, cardiac RTF act 6 and CDK5 p35 inh -1.5.
For CC(C)(/C=N/NC(=O)CSCc1ccc(Cl)cc1)CCC#N the results were Tat transport 6, MITF act -14, Wnt act -1, V-ATPase pHluor -1, Rtt109 HAT inh 2, dFosB activator 1, CAL PDZ FP-1 5, CAL PDZ FP-2 -2.8, cardiac RTF act 0 and CDK5 p35 inh 0.3.
Cc1onc(-c2ccccc2Cl)c1C(=O)Nc1ccc2c(c1)OCO2 was read as Tat transport -6, MITF act -4, V-ATPase pHluor -2, Rtt109 HAT inh 24, dFosB activator -8, CAL PDZ FP-1 -1, CAL PDZ FP-2 -0.4, cardiac RTF act 11 and CDK5 p35 inh -1.2.
CC(=O)Nc1ccc(Sc2ncccc2C(=O)Nc2cc(Cl)cc(Cl)c2)cn1 was read as Tat transport -1, MITF act 12, Wnt act -3, V-ATPase pHluor -6, Rtt109 HAT inh -9, dFosB activator 82*, CAL PDZ FP-1 -3, CAL PDZ FP-2 -1.8, cardiac RTF act 1 and CDK5 p35 inh 2.6.
Screening COc1ccccc1OCC(=O)OCc1cc(-c2ccco2)on1 returned Tat transport -3, MITF act 4, Wnt act -1, V-ATPase pHluor 3, Rtt109 HAT inh -4, dFosB activator -10, CAL PDZ FP-2 -0.5, cardiac RTF act 6 and CDK5 p35 inh 0.9.
Screening CC1CCN(C(=O)c2[nH]cnc2C(=O)N(C)Cc2ccccc2)CC1 returned Tat transport -5, MITF act 14, Wnt act -3, V-ATPase pHluor -4, Rtt109 HAT inh 4, dFosB activator 4, CAL PDZ FP-1 -3, CAL PDZ FP-2 0.2, cardiac RTF act 8 and CDK5 p35 inh 1.7.
Screening O=C(CSc1cccc2cccnc12)N/N=C/c1ccncc1 returned Tat transport inconclusive, MITF act 1, Wnt act -2, V-ATPase pHluor 1, Rtt109 HAT inh -7, dFosB activator -6, CAL PDZ FP-2 -0.1, cardiac RTF act 6 and CDK5 p35 inh 1.8.
Screening O=C(NCC1COc2ccccc2O1)C1CCN(S(=O)(=O)c2ccccc2)CC1 (stereo unspecified) returned Tat transport -4, MITF act -5, Wnt act 1, V-ATPase pHluor 6, Rtt109 HAT inh -5, dFosB activator -2, CAL PDZ FP-1 -2, CAL PDZ FP-2 -1.4, cardiac RTF act -2 and CDK5 p35 inh -0.6.
Cc1ccc(COc2ccc(/C=N/NC(=O)c3nnn(-c4nonc4N)c3COc3ccc(F)cc3)cc2)cc1 was read as Tat transport -14, MITF act -3, Wnt act -1, V-ATPase pHluor -4, Rtt109 HAT inh -16, dFosB activator 48*, CAL PDZ FP-1 -6, CAL PDZ FP-2 -0.2, cardiac RTF act 2 and CDK5 p35 inh -0.2.
`CC1CCCCN1CCCNc1ccc(C(CC(N)=O)NC(=O)Cc2ccc(Br)cc2)cc1[N+](=O)[O-]` (stereo unspecified) gave Tat transport -4, MITF act 4, Wnt act 1, V-ATPase pHluor -4, Rtt109 HAT inh 1, dFosB activator -6, CAL PDZ FP-1 27, CAL PDZ FP-2 -1.3, cardiac RTF act 3 and CDK5 p35 inh -2.2.
`CCN(CC1CCCO1)C(=O)c1cc(COc2cc(C)c(Cl)c(C)c2)on1` (stereo unspecified) gave Tat transport 19, MITF act 90*, Wnt act 30, V-ATPase pHluor 4, Rtt109 HAT inh -3, dFosB activator -9, CAL PDZ FP-1 -6, CAL PDZ FP-2 -1.2, cardiac RTF act 1 and CDK5 p35 inh -1.6.
For Cc1ccc(-n2c(SCC(=O)N3CC(=O)Nc4ccccc43)nc3ccccc3c2=O)cc1C the results were Tat transport 5, MITF act 15, Wnt act -1, V-ATPase pHluor -1, Rtt109 HAT inh 2, dFosB activator -7, CAL PDZ FP-1 4, CAL PDZ FP-2 -1.6, cardiac RTF act 0 and CDK5 p35 inh 1.3.
`O=C(O)c1cccc(NC(=S)NC(=O)c2ccc(-c3ccc(Cl)cc3)o2)c1` gave Tat transport -8, MITF act 4, Wnt act 6, V-ATPase pHluor 0, Rtt109 HAT inh 6, dFosB activator -13, CAL PDZ FP-1 6, CAL PDZ FP-2 -4.8, cardiac RTF act 2 and CDK5 p35 inh -0.7.
O=C(O)C1C2C=CC(C2)C1C(=O)NC1CCN(Cc2ccccc2)CC1 (stereo unspecified) was read as Tat transport -15, MITF act 3, V-ATPase pHluor -3, Rtt109 HAT inh -7, dFosB activator -2, CAL PDZ FP-2 0.3, cardiac RTF act 2 and CDK5 p35 inh -1.8.
For Cc1cccn2c(=O)c(/C=C(\C#N)C(=O)NC3CCS(=O)(=O)C3)c(N3CC(C)OC(C)C3)nc12 (stereo unspecified) the results were Tat transport -10, MITF act -8, Wnt act 23, V-ATPase pHluor -2, Rtt109 HAT inh -261, dFosB activator -11, CAL PDZ FP-1 0, CAL PDZ FP-2 -0.9, cardiac RTF act 2 and CDK5 p35 inh -0.2.
Screening O=C(CN1CCN(S(=O)(=O)c2ccc3ccccc3c2)CC1)N1CCc2ccccc2C1 returned Tat transport -3, MITF act -17, V-ATPase pHluor 7, Rtt109 HAT inh 5, dFosB activator -6, CAL PDZ FP-1 -3, CAL PDZ FP-2 -1.5, cardiac RTF act -2 and CDK5 p35 inh -2.0.

4 consecutive compounds from above, quoted:
`O=C(O)c1cccc(NC(=S)NC(=O)c2ccc(-c3ccc(Cl)cc3)o2)c1` gave Tat transport -8, MITF act 4, Wnt act 6, V-ATPase pHluor 0, Rtt109 HAT inh 6, dFosB activator -13, CAL PDZ FP-1 6, CAL PDZ FP-2 -4.8, cardiac RTF act 2 and CDK5 p35 inh -0.7.
O=C(O)C1C2C=CC(C2)C1C(=O)NC1CCN(Cc2ccccc2)CC1 (stereo unspecified) was read as Tat transport -15, MITF act 3, V-ATPase pHluor -3, Rtt109 HAT inh -7, dFosB activator -2, CAL PDZ FP-2 0.3, cardiac RTF act 2 and CDK5 p35 inh -1.8.
For Cc1cccn2c(=O)c(/C=C(\C#N)C(=O)NC3CCS(=O)(=O)C3)c(N3CC(C)OC(C)C3)nc12 (stereo unspecified) the results were Tat transport -10, MITF act -8, Wnt act 23, V-ATPase pHluor -2, Rtt109 HAT inh -261, dFosB activator -11, CAL PDZ FP-1 0, CAL PDZ FP-2 -0.9, cardiac RTF act 2 and CDK5 p35 inh -0.2.
Screening O=C(CN1CCN(S(=O)(=O)c2ccc3ccccc3c2)CC1)N1CCc2ccccc2C1 returned Tat transport -3, MITF act -17, V-ATPase pHluor 7, Rtt109 HAT inh 5, dFosB activator -6, CAL PDZ FP-1 -3, CAL PDZ FP-2 -1.5, cardiac RTF act -2 and CDK5 p35 inh -2.0.
